NPY Y2 blocker – blocks the human neuropeptide Y Y2 receptor. NPY-Y2 expressing cells, antagonist mode. inhibition, % at 2.7 µM. hit rate 0.99% among 140,000. AID 793; in the data active means inhibition above about 17%;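 further: 0% = vehicle with agonist challenge and 100% = reference antagonist with challenge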
Target sequence (P49146 whole entry, looked up): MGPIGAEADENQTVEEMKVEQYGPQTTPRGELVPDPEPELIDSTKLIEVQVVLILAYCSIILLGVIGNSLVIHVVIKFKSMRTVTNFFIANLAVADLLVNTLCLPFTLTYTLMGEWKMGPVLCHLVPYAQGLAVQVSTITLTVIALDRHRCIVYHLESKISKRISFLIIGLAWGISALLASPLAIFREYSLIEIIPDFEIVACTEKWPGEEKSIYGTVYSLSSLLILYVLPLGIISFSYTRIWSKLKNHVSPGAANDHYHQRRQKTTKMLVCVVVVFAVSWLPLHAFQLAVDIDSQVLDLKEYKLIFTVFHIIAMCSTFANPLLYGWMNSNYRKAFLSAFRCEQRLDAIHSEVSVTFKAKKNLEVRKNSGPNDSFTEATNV
MRP1 act – activators of MRP-1. hit rate 0.61% among 140,000. H69AR cells + doxorubicin, viability rescue, CellTiter-Glo. viability increase, % at 10 µM. AID 799;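 active means viability gain under doxorubicin at or above a set limit, the compound median plus 3 SD, cut at about 4.7% in these data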;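 further: MRP-1 overexpressing cells given doxorubicin 25 µM after compound pretreatment; 18-22 h compound pretreatment then 72 h with doxorubicin before readout; 0% = doxorubicin-only wells and 100% = vehicle-treated cells without doxorubicin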
Yeast lifespan up – extends the lifespan of yeast | inhibition of the nicotinamide effect, % at 10 µM | AID 775 | S. cerevisiae growth with nicotinamide, OD615; deaD strain in restrictive glucose medium | hit rate 0.68% among 130,000;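 active means inhibition above a set limit, placed 3 SD over the median of all compounds, cut at about 26% in these data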;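 further: 0% = nicotinamide-treated wells and 100% = cells grown without nicotinamide; some compounds called inactive have numbers as strong as hits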
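Measured by: optical density (absorbance) at 615 nm; System: modified budding yeast, DeaD strain; Medium: restrictive CSMM-D dextrose medium; Timing: 4 h preincubation then 48 h treatment at 30 °C.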
Phagocytosis inh – blocks phagocytosis by macrophages | inhibition, % at 5 µM | AID 1029 | J774A.1 macrophage IgG-bead phagocytosis, imaging | hit rate 0.07% among 110,000;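 active means inhibition above the mean of the plate negative controls plus 5 SD, cut at about 13% in these data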;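 further: phagocytic index as fraction of beads internalized from green versus red external bead signal; plate controls were DMSO negative control for no effect and cytochalasin-D positive control for full effect; some results beyond the cut were filed as inactive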
HCT116 PTEN-null – suppresses growth of cells with PTEN deletion. HCT116 PTEN-null viability, CellTiter-Glo, 60 h; stronger effect = lower value. viability, % at 10 µM. hit rate 1.2% among 140,000. AID 827;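 active means viability at or below a set limit, 4 SD under the median of all tested compounds, cut at about 3.7% in these data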;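 further: PTEN knockout HCT116 line with beta catenin targeted HCT116 as companion control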
GALR2 antag – GALR2 (human) receptor antagonism; O43603; inhibition, % at 4 µM; GALR2-expressing cells, antagonist mode; AID 828; hit rate 0.39% among 140,000; in the data active means inhibition above about 27%;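 further: cells stimulated with galanin 1-16 at roughly its EC80; 0% = agonist challenge control and 100% = basal control without agonist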
Target sequence (O43603 whole entry, looked up): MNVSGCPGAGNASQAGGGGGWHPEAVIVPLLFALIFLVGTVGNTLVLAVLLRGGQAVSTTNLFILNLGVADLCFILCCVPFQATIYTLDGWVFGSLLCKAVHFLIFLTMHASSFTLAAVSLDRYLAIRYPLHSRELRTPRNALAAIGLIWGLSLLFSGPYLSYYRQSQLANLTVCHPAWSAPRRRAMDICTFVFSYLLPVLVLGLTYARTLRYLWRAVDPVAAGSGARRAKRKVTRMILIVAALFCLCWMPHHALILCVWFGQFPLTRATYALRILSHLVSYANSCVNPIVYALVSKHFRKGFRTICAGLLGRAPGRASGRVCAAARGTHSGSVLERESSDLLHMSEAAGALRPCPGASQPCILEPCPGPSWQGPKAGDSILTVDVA
E-sel TNF inh – blocks E-selectin expression induced by TNF alpha. hit rate 0.71% among 120,000. inhibition, % at 2 µM. HUVEC TNFa-induced E-selectin immunofluorescence, high content. AID 1246;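 active means inhibition above the batch mean plus 3 SD, and confirmed as a hit on visual image review, cut at about 43% in these data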;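 further: 0% = TNF-stimulated DMSO wells and 100% = unstimulated control wells; not every result past the cut was called active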
Measles CPE – protection of cells from measles virus; Measles virus-infected cells, CPE protection, absorbance; protection (pct of control), % at 4 µM; hit rate 1.5% among 140,000; AID 841; in the data active means protection mostly above about 24%, no sharp cut-off; inactive means mostly below about 26%; further: some compounds called inactive have numbers as strong as hits
bCat KO growth – beta-catenin-lacking colon tumor cell growth suppression | HCT116 beta-catenin knockout viability, CellTiter-Glo, 60 h; stronger effect = lower value | viability, % at 10 µM | hit rate 1.5% among 140,000 | AID 818;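 active means viability at or under a set limit, the compound median less 4 SD, cut at about 6% in these data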;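 further: 0% = Hyamine 1622 control at 20 µM and 100% = untreated cell control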
Yeast growth inh – reduces growth of yeast BB579 in restrictive medium; S. cerevisiae BB579 growth, OD615, 48 h; inhibition, % at 10 µM; hit rate 0.51% among 140,000; AID 804;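 active means inhibition above a set limit, 3 SD over the mean compound inhibition, cut at about 44% in these data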; further: inactives centre near -24
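System: DeaD yeast strain BB579; buffer or medium: CSMM-D dextrose restrictive medium; technique: OD at 615 nm; schedule: 4 h cell preincubation, 48 h compound exposure, 30 °C humidified; doses: single 10 µM dose; controls: amphotericin B 10 µg/mL, positive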
The depositor's hits bear a star; · = not tested or not shown.

SMILES	NPY Y2 blocker	MRP1 act	Yeast lifespan up	Phagocytosis inh	HCT116 PTEN-null	GALR2 antag	E-sel TNF inh	Measles CPE	bCat KO growth	Yeast growth inh
Cc1ccc(-c2nnn(CC(=O)N(c3cccc(O)c3)C(C(=O)NC(C)(C)C)c3cccs3)n2)o1 (stereo not given)	-0.6	-1.5	0.7	0.9	87.8	6.9	10.7	5.8	96.0	-98.0
O=C(CCC1CCCC1)N1CCN(S(=O)(=O)Cc2ccccc2)CC1	2.7	-1.1	-7.5	-0.7	88.4	0.8	·	2.3	90.4	-9.2
CC1(CC(=O)O)C(=O)N=C2C=CC=CN21 (stereo not given)	3.0	-1.5	-8.7	·	104.2	-3.8	-5.1	10.7	99.5	-22.3
O=C(c1cc(-c2ccccc2)on1)N1CCCC1	0.6	0.8	-22.2	0.1	101.9	-9.2	-1.7	19.4	104.2	-20.9
Brc1ccc(CNCc2cccs2)cc1	4.4	0.3	7.1	-4.0	96.5	2.8	25.1	18.9*	101.0	-2.4
CCOC1(c2ccccc2)OC(=O)c2ccccc21 (stereo not given)	-0.4	-0.7	-0.8	-5.5	96.9	-2.4	2.7	3.3	87.8	-24.5
COc1ccccc1CC(=O)Nc1ccccc1C(=O)O	0.8	-2.4	-6.8	0.6	99.5	-14.5	·	8.8	94.9	-9.2
CCCCS/C(=C(/C#N)C(N)=O)c1cc2c([nH]1)CCCC2	1.0	-5.5	-5.8	-0.8	23.3	10.7	·	2.4	19.7	-16.3
Cc1nn(-c2ccccc2)c(N2CCCC2)c1/C=N/NC(=O)c1cc2ccccc2cc1O	-0.4	0.7	0.6	-7.1	38.5	-10.5	·	33.2	42.2	-44.1
CN1CCN(C(=O)C2(NC(=O)NCc3ccccc3)CCCCC2)CC1	3.2	-1.6	·	·	92.1	-19.2	-17.7	4.1	88.0	-16.7
Cc1ccc(-n2ncc3c(=O)n(CC(=O)OCc4ccccc4)cnc32)cc1	2.5	-1.3	-23.4	0.0	96.7	10.0	-16.1	17.9	103.0	-14.7
O=C(Nc1c(C(=O)O)oc2ccc(Br)cc12)c1ccccc1	1.5	-3.7	-3.5	-0.4	86.1	0.5	·	1.1	83.5	-26.9
CCOc1ncccc1C(=O)Nc1ccccc1C(=O)NCc1ccc2c(c1)OCO2	·	-1.6	·	-0.3	87.6	·	·	6.8	86.9	-37.0
COC(=O)CSc1nc2sc3c(c2c(=O)n1-c1ccccc1)CCN(C)C3	4.3	-1.1	-21.2	-0.6	100.3	-8.6	·	11.6	100.8	-35.8
COc1ccc(OC)c(S(=O)(=O)NCc2ccccc2)c1	1.6	-0.5	-17.9	-0.3	104.5	-3.7	·	7.3	109.8	-3.4
CCSC1(SCC)N=C(N)C2(C#N)C(c3ccccc3)NC3=C(CCC3)C12C#N (stereo not given)	0.4	-1.2	-2.3	-2.3	89.2	0.5	-11.8	4.0	76.2	-32.0
CC(C)CCn1c(SCc2ccc(Cl)cc2)nc2c1c(=O)[nH]c(=O)n2C	1.6	-1.2	32.0	-0.3	84.8	-7.6	-6.8	12.2	71.7	-75.0
COn1c(=O)c(-c2cccs2)[n+]([O-])c2ccccc21	10.1	-0.1	-23.2	·	81.0	9.2	-0.1	17.0	76.4	-22.5
CCOC(=O)c1sc(NC(=O)C2CC2)cc1C	-0.5	2.4	-14.6	·	100.4	4.3	3.1	10.2	108.2	-4.3
CCN1CCN(C(CNC(=O)c2ccc3c(c2)OCO3)c2cccnc2)CC1 (stereo not given)	2.4	0.2	-5.5	0.2	95.8	10.7	·	3.0	91.2	11.5
CC1CCc2sc(C(=O)NCc3ccc(F)cc3)cc2C1 (stereo not given)	2.5	0.5	-5.9	0.7	92.3	-0.7	-16.4	7.2	94.3	-11.2
COc1cccc(C(=O)Nc2ccc(F)cc2F)c1	5.8	0.3	·	·	98.2	-5.5	-16.4	44.9*	98.4	-36.7
CCCN(CCC)S(=O)(=O)c1ccc(C(=O)Nc2nc(-c3ccccc3)c(C(=O)OCC)s2)cc1	1.0	2.4	-3.9	1.2	79.9	-9.9	-34.2	50.2*	76.2	-23.4
COC(=O)c1ccc(NC(=O)C2CCN(C(=O)c3cc(OC)c(OC)c(OC)c3)CC2)cc1	-0.1	0.1	3.8	0.7	97.6	-3.3	-8.3	4.9	98.5	-41.2
CCCN1C(=O)/C(=C/c2ccc(N3CCCC3)c(C)c2)NC1=S	1.0	-1.6	-12.2	·	59.9	0.4	11.5	4.2	60.0	-21.3
SMILES	NPY Y2 blocker	MRP1 act	Yeast lifespan up	Phagocytosis inh	HCT116 PTEN-null	GALR2 antag	E-sel TNF inh	Measles CPE	bCat KO growth	Yeast growth inh
COC(=O)C1=C(C)NC2=C(C(=O)CC(C)(C)C2)C1c1cccc(C)n1 (stereo not given)	0.8	-1.0	-4.6	0.3	97.7	2.6	-5.9	12.4	97.4	-37.0
CC(C(=O)NCc1cccnc1)N1C(=O)c2ccccc2C1=O (stereo not given)	1.4	-2.5	0.1	·	91.4	7.8	-19.0	3.3	88.4	-18.9
CCn1cc(CNC(=O)c2cc(Cl)ccc2OC)c(C)n1	0.8	-0.5	-17.6	-0.4	94.6	17.1	·	8.8	100.5	-79.4
Cc1ccc(CCNc2ccc3ccccc3c2)cn1	3.5	-1.1	·	·	71.3	-6.1	-3.2	11.4	80.3	-36.4
CCCc1nc2oc(C(=O)OCC)c(N)c2c2c1COC(C)(C)C2	4.9	-1.4	-24.6	0.2	93.0	9.1	·	14.9	93.6	-36.1
CCC1C(=O)N(C)CCc2ccccc21 (stereo not given)	-1.0	-1.6	10.2	-1.1	88.8	-2.0	-9.1	6.8	90.3	-34.3
Cc1ccc(S(=O)(=O)N2CCC(C(=O)N3Cc4ccccc4C3)CC2)cc1	-0.1	0.3	-6.5	-0.5	89.2	12.4	4.8	10.0	89.2	-22.3
COC(=O)c1cccc(NC(=O)CCCOc2cccc(C)c2)c1	12.3	-2.6	-10.2	0.3	89.5	2.0	13.4	2.7	92.1	-29.2
CSc1ccccc1NC(=O)Nc1ccc(F)c(Cl)c1	0.1	-2.3	-14.2	·	41.5	17.2	5.0	4.6	54.7	-30.1
C=CCn1c(SCC(=O)Nc2cccc(C(=O)OC)c2)nnc1C(C)NC(=O)c1cccs1 (stereo not given)	1.7	-3.1	-14.5	-3.2	93.5	-4.4	2.6	5.1	94.5	-13.6
CCOc1ccc(/C=C2\SC(N3CCc4ccccc4C3)=NC2=O)cc1	9.9	-0.2	-2.3	-0.7	102.1	-3.6	·	15.1	92.4	-7.2
CCCCn1nc(C(=O)NC2=NCCS2)c2ccccc2c1=O	1.8	-0.8	-5.2	-1.0	78.0	2.6	18.2	21.2	83.6	-0.1
NC(=O)CC[C@@H]1NC(=O)[C@H](CO)NC(=O)c2cc([N+](=O)[O-])cc(I)c2NCC[C@@H](C(N)=O)NC1=O	0.1	-0.8	3.7	·	101.5	-1.9	-8.1	7.3	91.0	-10.0
O=S(=O)(c1ccc(Cl)cc1)n1c(Cc2ccccc2)nc2ccccc21	0.1	-0.2	9.1	-12.8	96.8	2.7	·	27.4	101.9	-32.5
Cc1cccc(NC(=S)NCCC(C)C)c1	1.5	-3.4	-4.8	-5.1	80.6	5.1	·	4.0	87.3	-2.8
CNc1c([N+](=O)[O-])cnn1-c1ccc(Cl)cc1Cl	2.2	-0.3	10.2	-2.8	97.2	3.6	-28.9	4.8	97.6	-37.8
N#Cc1cn(-c2ccccc2)nc1-c1ccc2c(c1)OCCO2	6.5	-4.2	-12.4	-3.0	37.2	-5.5	8.5	5.0	40.5	-30.5
COC(=O)/C(=C\C(=O)c1ccccc1)Nc1cccc(C(F)(F)F)c1	4.2	-3.9	45.4	-1.5	81.0	8.2	7.9	10.9	81.6	-14.5
O=C(CNC(=O)c1ccccc1)OC(C(=O)c1ccccc1)c1ccccc1 (stereo not given)	-0.3	-1.1	-7.3	-7.7	96.7	-6.6	38.0	10.9	92.7	-40.5
Cc1ccc(NC(=O)CCC(=O)NNC(=O)C(c2ccccc2)c2ccccc2)c(C)c1	4.4	-0.7	1.6	-0.2	90.0	8.0	-22.8	44.9	77.5	-33.5
COc1ccc(OC(C)C(=O)Nc2cccnc2)cc1 (stereo not given)	0.7	0.2	3.1	-1.4	93.6	3.5	-26.7	2.7	96.5	-29.1
CC1CCN(C(=O)CN2C(=O)C(C)(C)Oc3ccc(C(=O)NC4CCCC4)cc32)CC1	2.6	-3.8	-15.2	-0.8	94.5	4.0	-9.4	32.1	91.1	-4.9
Cc1nc2ccc(NC(=O)c3ccc(Cl)s3)cc2s1	-1.5	-0.6	-13.0	0.2	90.0	3.9	-2.3	3.9	97.9	-32.3
CN1CCN(S(=O)(=O)c2ccc(N(C)CC(=O)Nc3ccc(F)cc3)nc2)CC1	-1.4	0.1	4.8	·	102.1	-6.5	22.6	24.4	95.6	-34.7
O=C(NCc1ccco1)C(c1ccccc1)N(Cc1cccnc1)C(=O)Cn1nnc2ccccc21 (stereo not given)	-1.1	-1.2	-6.5	0.1	102.3	-2.5	26.9	2.5	97.6	-35.2
COc1cc(OC)c(OC)cc1C=NCC1(c2ccccc2)CCCC1	3.3	-0.9	-15.6	·	94.3	-6.8	2.3	1.7	97.9	-24.4
N#Cc1c2c(c(-n3cnc4ccccc43)n3c1nc1ccccc13)CCC2	3.4	-2.1	-15.0	·	86.3	-6.2	-11.6	8.7	79.2	-20.1
COc1cc(C=O)c(Br)cc1OCc1ccc(C)cc1	2.4	-2.6	-10.9	2.4	106.3	-11.4	8.5	4.0	98.5	-46.6
O=C(NCc1cn2ccccc2n1)c1ccc2c(c1)OCO2	1.6	-3.0	-1.6	-0.2	89.2	-0.1	11.0	16.1	100.7	-19.1
Cc1ccc(SCc2cc(=O)[nH]c(Nc3nc(C)c4ccccc4n3)n2)cc1	10.2	-3.1	-0.7	-0.3	71.9	7.2	·	27.9	80.1	1.7

Exported comma-delimited: 5 of the compounds above
compound,NPY Y2 blocker,MRP1 act,Yeast lifespan up,Phagocytosis inh,HCT116 PTEN-null,GALR2 antag,E-sel TNF inh,Measles CPE,bCat KO growth,Yeast growth inh
NC(=O)CC[C@@H]1NC(=O)[C@H](CO)NC(=O)c2cc([N+](=O)[O-])cc(I)c2NCC[C@@H](C(N)=O)NC1=O,0.1,-0.8,3.7,·,101.5,-1.9,-8.1,7.3,91.0,-10.0
O=S(=O)(c1ccc(Cl)cc1)n1c(Cc2ccccc2)nc2ccccc21,0.1,-0.2,9.1,-12.8,96.8,2.7,·,27.4,101.9,-32.5
Cc1cccc(NC(=S)NCCC(C)C)c1,1.5,-3.4,-4.8,-5.1,80.6,5.1,·,4.0,87.3,-2.8
CNc1c([N+](=O)[O-])cnn1-c1ccc(Cl)cc1Cl,2.2,-0.3,10.2,-2.8,97.2,3.6,-28.9,4.8,97.6,-37.8
N#Cc1cn(-c2ccccc2)nc1-c1ccc2c(c1)OCCO2,6.5,-4.2,-12.4,-3.0,37.2,-5.5,8.5,5.0,40.5,-30.5

Screens deposited in PubChem BioAssay by several laboratories.
